# Her2 expr inh: inhibitors of Her2 protein expression, primary screen, SKBR-3 cells, AlphaScreen, 66K library | SKBR-3 HER2 protein level, 18-24 h; hits give low values | HER2 level % of control, % at 10 µM | 65,000 compounds, 0.69% hits | AID 645, 2007;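 active = HER2 level under 5% of the carrier-only control; inconclusive = no clear call, values can overlap the other calls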;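 note: 100% = DMSO carrier and 0% = 500 nM PU-H71 HSP90 inhibitor; lower value means stronger loss of Her2 protein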
# JNK3 inh: JNK3 kinase activity inhibitors, primary screen, biochemical, human, purified enzyme; Mitogen-activated protein kinase 10 (Homo sapiens), P53779; inhibition, % at 8 µM; AID 746, 2007; HTS; 60,000 compounds, 0.61% hits; in the data active = inhibition above about 17%;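 note: 0% = DMSO and 100% = reference inhibitor; many of its hits are not listed in these tables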
# A340 absorber: compound light absorbance at 340 nm, profiling panel, artefact control, biochemical, MLSMR library, data from PS, PMK, MK assays | 65,000 tested, under 10 active | compound absorbance at 340 nm, fold over control | fold change at 10 µM;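 active = at 10 µM dose, initial 340 nm absorbance at least 2 fold that of control wells; inactive = change under 2 fold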;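 note: initial absorbance extrapolated from kinetic A340 decline of NADH oxidation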
# DUSP1 inh: MKP-1 phosphatase inhibitors, primary screen, biochemical, in vitro; Dual specificity protein phosphatase 1 (Homo sapiens), P28562; 65,000 compounds, 0.15% hits; inhibition, %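 (compounds tested at a single concentration somewhere between 10 and 100 µM)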; AID 374, 2006; recombinant MKP-1, OMFP hydrolysis fluorescence;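 active = inhibition above about 50%, limit read from the data; inconclusive = inhibition over screen mean plus 3 SD, below that limit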;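 note: 0% = DMSO max control wells and 100% = wells with enzyme stopped by NaOH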
# Cdc25B inh: inhibitors of Cdc25B phosphatase catalytic domain, primary screen, biochemical, OMFP fluorescence. M-phase inducer phosphatase 2 (Homo sapiens), P30305. recombinant Cdc25B, OMFP fluorescence Ex485/Em525. inhibition, %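 (compounds tested at 10 µM final in the well)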. 65,000 compounds, 0.1% hits. AID 368, 2006; in the data active = inhibition above about 50%
# Hsp90 inh: tumor Hsp90 inhibitors, primary screen, cell lysate, fluorescence polarization, NCI-N417 lysate | Heat shock protein HSP 90-alpha (Homo sapiens), P07900 | Cy3B-geldanamycin FP displacement | inhibition, % at 30 µM | 64,000 compounds, 0.35% hits;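 active = inhibition above 50%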;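 note: 0% = tracer plus lysate wells and 100% = tracer alone without lysate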
# Autofluor 339: intrinsic fluorescence of library compounds, ex339/em460 – biochemical, MLSMR library, data from DPM-DC assay, artefact control, profiling panel | compound autofluorescence, ex339/em460 nm, NADH buffer; hits give high values; 1 = no-compound wells, NADH background | fluorescence fold increase at 10 µM | 65,000 compounds, 5.5% hits | AID 709, 2007;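 active = at 10 µM, mean starting fluorescence two-fold or more over control wells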;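 note: signal is the first read of a kinetic run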
# PKA inh: inhibitors of human PKA kinase activity, primary screen, biochemical, ATP-depletion luminescence, Kemptide substrate; cAMP-dependent protein kinase catalytic subunit alpha (Homo sapiens), P17612; PKA Kemptide phosphorylation, Kinase-Glo ATP luminescence; inhibition, % at 6 µM; 65,000 compounds, 0.1% hits; AID 524, 2006;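 active = inhibition above the screen-wide mean inhibition plus 3 SD, cut at about 21% in these data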; note: many of its hits are not listed in these tables
# ROCK2 blocker: inhibitors of human ROCK2 kinase, primary screen, biochemical, high-throughput, luminescence | Rho-associated protein kinase 2 (Homo sapiens), O75116 | purified ROCK2, Kinase-Glo ATP depletion luminescence | inhibition, % at 6 µM | 60,000 compounds, 0.35% hits | AID 604, 2007;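 active = inhibition above the screen-wide mean inhibition plus 3 SD, cut at about 18% in these data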;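 note: plate controls were DMSO wells for no effect and Y-27632 control wells after no-enzyme background subtraction for full effect; many of its hits are not listed in these tables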
# Numbers without * were called inactive; u = inconclusive; x = not tested or not shown.
SMILES,Her2 expr inh,JNK3 inh,A340 absorber,DUSP1 inh,Cdc25B inh,Hsp90 inh,Autofluor 339,PKA inh,ROCK2 blocker
Oc1ccc(-c2nc3ncccn3c2Nc2ccc3c(c2)OCCO3)cc1,90,x,1.1,5,7,2,1.1,8,x
O=C(Cn1nnc2ccccc2c1=O)NC1CCCc2ccccc21 (stereo not drawn),80,-2,0.98,15,8,3,1,-1,-6
Cc1cccc(N(Cc2nnc3n2CCCCC3)C(=O)Nc2ccccc2)c1,86,2,1.1,6,12,-6,1.1,-6,-6
COC(=O)c1ccccc1NC(=O)NC1CCN(Cc2ccccc2)CC1,111,-1,1.1,-6,1,-1,1.8,2,6
CCc1c(C)nc2cc(-c3ccc(OC)cc3)[nH]n2c1=O,128,4,1,3,12,-2,1.9,5,2
Cc1cc(OCC(=O)N2CCOCC2)ccc1NC(=O)C1CCCCC1,103,-4,1.1,5,5,-2,1.1,3,-1
O=C(Nc1nnc(CCc2ccccc2)s1)c1ccco1,110,8,1.1,-5,2,1,1.1,0,1
CN1CCN(CCCCC(=O)c2ccccc2)CC1,101,6,0.99,-16,-15,2,1,4,-10
COc1ccc(O)c(C=Nc2cc(C)on2)c1,112,0,1.1,14,2,3,1.2,-3,-2
COc1ccc(C2C(C(=O)NCc3ccco3)CCC(=O)N2c2ccc(OC)cc2)cc1 (stereo not drawn),80,17*,1.1,7,-9,-1,1.1,-1,2
CCOC(=O)c1ccc(NS(=O)(=O)c2cc(-c3nnnn3CC)ccc2OC)cc1,85,-6,1.1,16,-6,-6,1,1,1
Cc1nc(C)c(-c2csc(NCc3ccccc3)n2)s1,95,8,1,-9,-3,-2,1.1,6,0
COc1ccc(C(=O)NCCn2ccc3ccccc32)c(OC)c1,91,4,1,4,-17,-4,1.1,-4,4
CCCC1Cc2c(sc3ncnc(N)c23)CO1 (stereo not drawn),128,-1,1,-10,1,-9,1.2,4,8
C=CCn1c(SCC(=O)Nc2cc(C)ccc2C)nnc1-c1cnccn1,134,-5,1.1,-6,-1,-7,1.1,2,-1
O=S(=O)(NCc1cn2ccccc2n1)c1cc(F)ccc1F,66,0,0.99,-8,11,2,1,0,1
CC1Cc2ccccc2N1C(=O)CSc1nnc(-c2ccc(S(=O)(=O)N3CCCC3)cc2)o1 (stereo not drawn),77,-6,1.1,10,-6,4,1,-4,6
COC(=O)c1c(-c2cccs2)csc1NC(=O)CN1CCOCC1,112,23*,0.98,5,-14,-1,1.1,6,6
CCC(=O)N1CCc2cc(Br)cc(S(=O)(=O)CCC(=O)NCC3CCCO3)c21 (stereo not drawn),112,x,0.99,2,-10,-4,1,-3,x
COCCCNC(=O)CCc1nc2cccnc2n1Cc1ccc(OC)cc1,97,0,1,3,-4,-3,1,6,8
CCOc1ccccc1-c1nc(-c2ccc(NC(=O)Cc3ccccc3OC)cc2)no1,18,8,1,2,-16,0,1,10,4
Cc1ccc(C)c(-c2nnc(OCC(=O)Nc3cc(C)on3)c3ccccc23)c1,74,1,0.98,17,0,0,1.1,9,3
Cc1ccc2cccc(S(=O)(=O)Nc3c(C)n(C)n(-c4ccccc4)c3=O)c2n1,120,-7,1,11,-2,-6,1.1,4,3
Cc1nc2cc(CO)ccc2s1,98,-1,0.99,8,-10,-2,1.1,14,4
CCOc1ccccc1NC(=O)C1CCCN(S(=O)(=O)c2cccc3nsnc23)C1 (stereo not drawn),105,-7,1,27,12,0,1.1,2,-4
O=S(=O)(Cc1ccccc1)Nc1ccc(S(=O)(=O)NCC2CCCO2)cc1 (stereo not drawn),96,-6,1,12,2,-4,1.1,1,-5
COc1ccc(NC(=O)CSc2nc3c(c(=O)n2-c2ccccc2OC)SCC3)cc1,74,-7,1.1,20,15,0,1,7,-4
Nc1cc(OC(=O)c2cccs2)nn1S(=O)(=O)c1ccccc1,93,2,0.99,5,-6,-3,1.1,7,10
O=C(CN1C(=O)NC2(CCSC2)C1=O)N1CCN(c2ccc(F)cc2)CC1 (stereo not drawn),95,x,1,3,-4,x,0.01,2,x
COc1cc(C(=O)NCc2cn3cccc(C)c3n2)cc(OC)c1OC,94,-2,1,-5,-10,-2,1.2,-4,1
Cc1c(CCC(=O)O)c(=O)oc2cc3occ(-c4ccc(F)cc4)c3cc12,103,0,1.1,u,9,2,1.6,-10,-4
Cc1ccc(N(Cc2ccco2)C(=O)c2cccc(S(=O)(=O)N(C)C)c2)cc1,41,-9,0.99,0,-10,-3,1.1,3,2
O=C(CSc1nc2ccccc2[nH]1)N1CCCCC1,109,3,1,-5,-4,0,1,8,4
Cc1ccn(C(=O)c2ccc(NC(=O)C3CCCCC3)cc2)n1,77,3,1,-24,-4,-6,1.1,6,7
CCN(C(=O)Cc1cccs1)c1nnc(-c2cc(OC)c(OC)c(OC)c2)s1,63,x,1.1,22,-5,-2,1.9,-9,x
COc1ccc(N2CCN(CCCNC(=O)CN3CCN(Cc4ccccc4C)C3=O)CC2)cc1,89,-6,0.97,-1,10,-3,1.1,7,3
CC1CCCCC1NC(=O)CSc1nnc(COc2ccccc2Cl)o1 (stereo not drawn),135,-2,0.97,-1,-7,-3,1.1,5,4
COc1ccccc1C(OC(=O)c1ccco1)C(=O)NC(C)(C)C (stereo not drawn),79,-6,1,18,-8,-1,1.1,-5,-7
CCOc1ccc(N(CC(=O)Nc2cccc(OC)c2)S(=O)(=O)c2c(C)noc2C)cc1,85,-4,0.98,-7,-7,-1,0.97,5,4
O=C1CC(N2CCN(C/C=C/c3ccccc3)CC2)C(=O)N1Cc1cccs1 (stereo not drawn),98,0,1,25,-12,2,1.1,-3,0
CCN(C(=O)c1cc(Cl)ccc1OC)c1ccccc1,128,-5,0.98,-4,-11,-2,1,6,4
O=C(c1ccccc1Oc1ccccc1)N1CCN(c2ccccc2)CC1,97,2,1,-1,-4,0,1.2,9,5
CCOC(=O)c1cc(NC(=O)c2cnccn2)cc(C(=O)OCC)c1,104,-5,1,6,-4,-8,1.1,6,12
COc1ccc(C(=O)CN2C(=O)C(C)(C)Oc3ccc(C(=O)N4CCCCCC4)cc32)cc1,80,0,1,9,-5,-12,1,5,-6
COc1ccccc1-c1nnc(SCC(=O)N2CC(C)CC(C)C2)o1 (stereo not drawn),77,2,0.98,-18,-13,0,1.1,1,0
COc1ccc(NC(=O)Nc2nnc(N3CCC(C)CC3)s2)cc1OC,96,1,1,17,-13,0,0.9,7,3
CC(=O)N(Cc1cccnc1)Cc1cc2ccc(C)cc2[nH]c1=O,102,4,1.1,0,5,-2,1.4,-4,-7
COc1ccc(C2CC(C(F)(F)F)n3ncc(C(=O)Nc4cccc(O)c4)c3N2)cc1OC (stereo not drawn),141,11,1,-9,-26,-4,1.1,5,10
CN(CC(=O)Nc1cccnc1)S(=O)(=O)c1cc(Cl)ccc1Cl,98,-1,1,-4,5,2,1,9,6
COc1cccc(/C=N/n2c(-c3ccco3)nc3ccccc3c2=O)c1,93,0,1,6,-2,-5,1,3,-1
CN(C)c1nc(NS(=O)(=O)c2ccc(Cl)cc2)nc(N(C)C)n1,83,-3,1,-7,9,0,1.1,-10,-5
Cc1ccc2cc(CN(CCO)Cc3nnnn3Cc3ccc(F)cc3)c(=O)[nH]c2c1,97,-1,1,13,7,-8,1.1,4,2
O=S(=O)(c1ccc(NCC2CCCCC2)nc1)N1CCOCC1,122,-9,1,23,-12,-5,1.2,8,2
O=C(CSc1ncnc2c1oc1ccccc12)Nc1ccccc1C(F)(F)F,82,4,0.99,13,4,-4,1,-3,2
Cc1ccc(C2CC(c3ccccc3)n3ncnc3N2)cc1 (stereo not drawn),97,0,1,8,3,-2,1,-6,-2
CC(=O)C1=C(C)N=c2s/c(=C/c3ccc4c(c3)OCO4)c(=O)n2C1c1ccc(N(C)C)cc1 (stereo not drawn),58,x,1,22,-14,x,1.1,4,x
Cc1cccc(-n2cnc3cc(C(=O)N4CCCCC4)ccc32)c1,119,x,1.1,28,-12,1,1.1,0,x
CC1CCc2c(nc3ncnn3c2N2CCN(c3ccccc3)CC2)C1 (stereo not drawn),124,3,1.1,-12,-3,-2,1.1,-4,7
CCOC(=O)CCNC(=O)Nc1ccc2nc(C)n(Cc3cccc(Cl)c3)c(=O)c2c1,94,-5,1,32,7,-10,1.3,-3,-2
Cn1c(C(=O)O)c(CC(=O)Nc2ccc3c(c2)OCCO3)c2ccccc21,67,3,0.99,-26,2,12,1.1,14,7
Cc1ccc(Cl)cc1NC(=O)CC(O)(C(F)(F)F)C(F)(F)F,34,-4,1.1,-18,-16,-2,1.1,6,6

# Some of the entries above in another layout:
# The line under a structure holds: Her2 expr inh | JNK3 inh | A340 absorber | DUSP1 inh | Cdc25B inh | Hsp90 inh | Autofluor 339 | PKA inh | ROCK2 blocker
- CCN(C(=O)c1cc(Cl)ccc1OC)c1ccccc1
  128 | -5 | 0.98 | -4 | -11 | -2 | 1 | 6 | 4
- O=C(c1ccccc1Oc1ccccc1)N1CCN(c2ccccc2)CC1
  97 | 2 | 1 | -1 | -4 | 0 | 1.2 | 9 | 5
- CCOC(=O)c1cc(NC(=O)c2cnccn2)cc(C(=O)OCC)c1
  104 | -5 | 1 | 6 | -4 | -8 | 1.1 | 6 | 12
- COc1ccc(C(=O)CN2C(=O)C(C)(C)Oc3ccc(C(=O)N4CCCCCC4)cc32)cc1
  80 | 0 | 1 | 9 | -5 | -12 | 1 | 5 | -6
- COc1ccccc1-c1nnc(SCC(=O)N2CC(C)CC(C)C2)o1 (stereo not drawn)
  77 | 2 | 0.98 | -18 | -13 | 0 | 1.1 | 1 | 0
- COc1ccc(NC(=O)Nc2nnc(N3CCC(C)CC3)s2)cc1OC
  96 | 1 | 1 | 17 | -13 | 0 | 0.9 | 7 | 3
- CC(=O)N(Cc1cccnc1)Cc1cc2ccc(C)cc2[nH]c1=O
  102 | 4 | 1.1 | 0 | 5 | -2 | 1.4 | -4 | -7
- COc1ccc(C2CC(C(F)(F)F)n3ncc(C(=O)Nc4cccc(O)c4)c3N2)cc1OC (stereo not drawn)
  141 | 11 | 1 | -9 | -26 | -4 | 1.1 | 5 | 10
- CN(CC(=O)Nc1cccnc1)S(=O)(=O)c1cc(Cl)ccc1Cl
  98 | -1 | 1 | -4 | 5 | 2 | 1 | 9 | 6
- COc1cccc(/C=N/n2c(-c3ccco3)nc3ccccc3c2=O)c1
  93 | 0 | 1 | 6 | -2 | -5 | 1 | 3 | -1
- CN(C)c1nc(NS(=O)(=O)c2ccc(Cl)cc2)nc(N(C)C)n1
  83 | -3 | 1 | -7 | 9 | 0 | 1.1 | -10 | -5

# An excerpt, so the mix of outcomes need not match the whole.
